Source: PubChem
KB-V1 cytotox: kills drug-selected multidrug resistant KB-V1 cells | KB-V1 MDR cells viability, CellTiter-Glo, 72 h | Potency, µM (series often up to 46.1 µM), for inactives: top-dose activity change, negative = cytotoxicity, most hits filed as cytotoxic | hit rate 3.4% among 400,000; further: potency means the concentration at half of the fitted maximal effect; on the % scale 0 is the no-effect control and ±100 the full control effect; nearly all actives have a fitted effect of over 60% in size
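Readout: CellTiter-Glo luminescence, 10 min after addition. Cells: KB-V1 MDR subline, 72 h at 37 degrees C with compound. Analysis: corrected, normalized data fitted to concentration-effect curves.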
aSyn rescue: inhibitors of alpha-synuclein toxicity in yeast | Yeast expressing alpha-synuclein, growth rescue, BacTiter-Glo, 24 h | Potency, µM (series often up to 46.1 µM), inactives show top-dose growth rescue (activation), most hits filed as activators | hit rate 0.14% among 370,000; further: potency means the concentration at half of the fitted maximal effect; % of control where 0% means no effect; nearly all actives have a fitted effect of over 65% in size
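Screening used galactose-induced yeast with toxic alpha-synuclein levels, exposed to compound for 24 hr at 30 deg C. Cell growth, read with BacTiter-Glo luminescence, gave the measured signal.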
PTHR1 ag: PTHR1 (human) receptor agonism. hit rate 0.075% among 410,000. Q03431. HEK293 GP2 PTHR1 cells, GloSensor cAMP luminescence, 1 h. Potency, µM (series often up to 115 µM), for the others: at the highest dose activation, most hits filed as activators; further: potency means the concentration at half of the fitted maximal effect; nearly all actives have a fitted effect of over 55% in size; some results filed as inactive show a strong effect at the top dose; inactives centre near -15; many of its hits are not listed in these tables
Target sequence (Q03431 whole entry, looked up): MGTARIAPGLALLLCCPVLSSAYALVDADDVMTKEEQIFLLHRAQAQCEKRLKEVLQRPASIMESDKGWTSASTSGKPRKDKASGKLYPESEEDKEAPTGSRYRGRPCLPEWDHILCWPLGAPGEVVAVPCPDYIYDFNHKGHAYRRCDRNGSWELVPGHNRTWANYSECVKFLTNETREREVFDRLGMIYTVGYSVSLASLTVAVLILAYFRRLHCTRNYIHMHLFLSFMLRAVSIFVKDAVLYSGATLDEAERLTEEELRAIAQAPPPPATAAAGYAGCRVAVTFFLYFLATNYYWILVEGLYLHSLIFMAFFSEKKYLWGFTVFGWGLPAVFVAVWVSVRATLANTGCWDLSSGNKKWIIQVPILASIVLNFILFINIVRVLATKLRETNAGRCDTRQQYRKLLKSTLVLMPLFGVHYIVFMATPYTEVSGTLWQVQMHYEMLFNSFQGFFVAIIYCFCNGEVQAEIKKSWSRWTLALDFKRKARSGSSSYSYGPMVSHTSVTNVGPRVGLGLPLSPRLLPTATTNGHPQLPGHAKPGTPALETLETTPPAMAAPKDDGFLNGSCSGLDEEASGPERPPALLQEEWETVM
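HEK-293-derived GP2 cells expressing PTHR1 and a GloSensor cAMP reporter, 3,000/well, plated overnight, given luciferin plus IBMX (each 0.5 mM as added) for 1 h at 37 °C, then compound for 1 h at 37 °C. Luminescence was read after 15 min at room temperature.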
HEK293 tox: cytotoxicity in counter-screen for GLP-1R inverse agonists; hit rate 0.13% among 410,000; Potency, µM (titrated, usually from 38.3 µM), for the others: at the top dose activity change, negative = inhibition, hits mostly inhibitors; HEK293 cAMP-luciferase reporter cells, luminescence, 24 h; AID 624418;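 further: loss of luciferase light is scored as toxicity; potency means the concentration at half of the fitted maximal effect; on the % scale 0 is the no-effect control and ±100 the full control effect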
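Quantitative HTS format, 1536 wells, 200 cells/uL seeded. Compounds: 23 nL, 24 h, 37 °C. Detection: luciferase reagent, luminescence at 12 min RT; decreased signal taken as cytotoxic.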
DRD3 antagonist: D3 dopamine receptor (human) antagonism. hit rate 2.5% among 360,000. max response, negative = inhibition, %. D3R cells, DiscoveRx beta-arrestin luminescence, antagonist mode; active compounds read low. P35462; in the data active means max response below about -50%; inconclusive means no clear call, values can overlap the other calls; further: on the % scale 0 is the no-effect control and ±100 the full control effect; mostly tested at two doses, the higher about 12 µM
Target sequence (P35462 whole entry, looked up): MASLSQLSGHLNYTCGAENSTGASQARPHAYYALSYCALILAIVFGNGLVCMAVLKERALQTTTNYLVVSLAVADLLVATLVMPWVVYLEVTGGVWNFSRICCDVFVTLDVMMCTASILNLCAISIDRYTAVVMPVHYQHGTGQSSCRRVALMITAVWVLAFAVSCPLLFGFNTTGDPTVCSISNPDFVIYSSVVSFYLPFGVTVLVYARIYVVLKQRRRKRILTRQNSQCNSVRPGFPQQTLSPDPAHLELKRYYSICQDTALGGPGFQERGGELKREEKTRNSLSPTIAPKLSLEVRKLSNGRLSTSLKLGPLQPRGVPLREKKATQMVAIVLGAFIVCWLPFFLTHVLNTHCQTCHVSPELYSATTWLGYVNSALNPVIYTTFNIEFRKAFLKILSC
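Cells plated overnight at 1500 cells/well, then exposed to library compounds with dopamine controls for 90 minutes at 37 degrees C. DiscoveRx reagent added for 30–60 minutes at room temperature; luminescence read, quantitative HTS format.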
GLP1R inv ag: inverse agonists of human GLP-1 receptor; P43220; HEK293 GLP-1R CRE-luciferase, luminescence, 24 h; GLP-1R form is constitutively active; Potency, µM (highest dose often 38.3 µM), for inactives: at the top dose activity change, negative = inhibition, actives largely listed as inhibitors; hit rate 1.6% among 410,000; further: potency means the concentration at half of the fitted maximal effect; on the % scale 0 is the no-effect control and ±100 the full control effect; nearly all actives have a fitted effect of over 55% in size
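Luminescence readout: a drop in cAMP-driven luciferase signal flags inverse agonism at a constitutively active GLP-1R stably expressed in HEK293. Compound exposure lasted 24 hr at 37 deg C, 5% CO2.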
DRD3 agonist: D3 dopamine receptor (human) agonism; P35462; D3R DiscoveRx beta-arrestin cells, luminescence, 90 min; max activation, %; hit rate 0.58% among 410,000; in the data active means max activation above about 30%; further: 0% is about no effect; mostly tested at two doses, the higher about 12 µM
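Agonist-mode cell screen: cells plated at 1500/well and incubated overnight at 37 °C, then exposed to library compounds for 90 min at 37 °C. Detection reagent was added for 30–60 min at room temperature, and luminescence was read.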
GLP1R ag: agonists of human GLP-1 receptor. P43220. HEK293 GLP-1R CRE-luciferase, luminescence, 4-6 h; cells express a hypersensitive GLP-1R form. Potency, µM (top dose mostly 45.6 µM), inactives show at the highest dose activation, actives largely listed as activators. hit rate 0.007% among 380,000; further: potency means the concentration at half of the fitted maximal effect; % of control where 0% means no effect
TDP-43 yeast inh: inhibitors of TDP-43 toxicity in yeast. TDP-43 expressing yeast growth rescue, BacTiter-Glo, 24 h. Potency, µM (titrated, usually from 46.1 µM), inactives show top-dose growth rescue (activation), most hits filed as activators. hit rate 1.8% among 410,000; further: potency means the concentration at half of the fitted maximal effect; % of control where 0% means no effect; nearly all actives have a fitted effect of over 50% in size
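Readout is BacTiter-Glo luminescence of cell growth, so inhibitors register as activators. TDP-43-expressing yeast at OD600=0.02 in galactose medium, after raffinose pregrowth to mid-log, were incubated with compound for 24 hr at 30 deg C.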
An asterisk follows results filed as active; i = inactive; ? = inconclusive; . = no result given; [ ] = another dose, or the depositor's remark. Unless noted, the call rests on the fitted dose curve; in most records, active means well fitted curve in the direction sought with a large enough effect; inconclusive means small, poorly fitted or top-dose-only effect, or another doubt; inactive means no such curve, though single readings can be large; an effect the other way counts as inactive or inconclusive.

The line under a structure holds: KB-V1 cytotox	aSyn rescue	PTHR1 ag	HEK293 tox	DRD3 antagonist	GLP1R inv ag	DRD3 agonist	GLP1R ag	TDP-43 yeast inh
CCC1(CC)NC(=O)N(CC(=O)N2CCN(c3ccccc3F)CC2)C1=O
→ 40%	5%	-6%	?	23	-9%	0	2%	15%
COc1ccc(-c2nn3c(C4CCCCC4)nnc3s2)cc1OC
→ ?	-3%	28%	-7%	7	0%	8	2.5µM*	20µM*
COCCNC(=O)COC(=O)c1ccc(S(=O)(=O)N2CCOCC2)cc1
→ 9%	-2%	-23%	-5%	1	3%	5	19%	-10%
Cc1ccc(NC(=O)CSc2nc(-c3ccco3)cc(C(F)(F)F)n2)cc1
→ ?	.	i	?	.	?	-7	-1%	10%
Cc1ccc(OCC(=O)Nc2ccc(N3CCN(S(C)(=O)=O)CC3)cc2)cc1C
→ 3%	2%	-14%	8%	2	-11%	2	1%	15%
CCCN(Cc1cc2ccccc2[nH]c1=O)C(=O)c1cccc([N+](=O)[O-])c1
→ ?	-3%	0%	14%	9	-2%	-7	8%	-12%
Cc1cccc(OC2CCN(Cc3c(C(=O)N4CCCC4)nc4ccccn34)CC2)c1
→ 7%	1%	-24%	-7%	3	-21%	-10	0%	9%
COc1ccccc1NS(=O)(=O)c1cc(NC(=O)c2cccc(S(=O)(=O)N(C)C)c2)ccc1N1CCOCC1
→ -18%	0%	-32%[inhibitor]	6%	-28	8%	-23	5%	-23%
CC(C)c1ccc(NC(=O)Nc2csc3c2CCCC3)cc1
→ -3%	.	-45%[inhibitor]	-25%	.	?	-19	.	10%
Cc1c(C(=O)NCc2cccc(Br)c2)oc2ccc3c(c12)C(=O)CC(C)(C)O3
→ .	.	-21%	0%	.	?	10	.	7%
O=C1C2C(C(=O)N1CC1CCCO1)C1C=CC2C12CC2 (stereo not drawn)
→ 3%	-8%	i	-10%	0	-1%	-1	-1%	-6%
CC(C)(CNC(=O)CNC(=O)c1ccc(Cl)cc1Cl)N1CCOCC1
→ -6%	2%	i	1%	-21	-2%	-2	-9%	7%
COc1cccc(CNCC(O)(c2ccc(Cl)cc2)c2ccc(Cl)cc2)c1
→ 15µM*	-23%	i	0%	16	?	-10	-17%	5%
O=c1c2ccccc2nc(-c2ccco2)n1CCc1ccc(O)cc1
→ 19%	2%	-18%	-31%	56	-11%	11	22%	19%
CCOc1ccccc1/C=N/NC(=O)CNC(=O)c1ccc(S(=O)(=O)N2CCOCC2)cc1
→ 21%	-5%	-22%	29%	-4	1%	-6	0%	2%
O=C(C(=NNc1ccccc1)C(=S)Nc1ccccc1)c1ccccc1
→ 5%	11%	i	2%	-29	2%	-8	-1%	21%
Cc1ccnc(NC(=O)c2ccc3[nH]c(=O)c(=O)[nH]c3c2)c1
→ 10%	-7%	i	-11%	4	6%	1	10%	11%
CN(C)c1nc(N(C)C)nc(N2CCCCC2)n1
→ 5%	.	-33%	6%	-8	3%	1	-8%	-12%
CCOC(=O)CSc1nnc(Cn2c(=O)sc3ccccc32)n1C
→ 12%	-2%	-7%	10%	-6	10%	4	8%	2%
CC(=O)c1ccc(NC(=S)Nc2cccc(Cl)c2C)cc1
→ 0%	5%	-17%	0%	22	-12%	0	1%	?

No new results follow: an excerpt of the list.
The line under a structure holds: KB-V1 cytotox	aSyn rescue	PTHR1 ag	HEK293 tox	DRD3 antagonist	GLP1R inv ag	DRD3 agonist	GLP1R ag	TDP-43 yeast inh
CCC1(CC)NC(=O)N(CC(=O)N2CCN(c3ccccc3F)CC2)C1=O
→ 40%	5%	-6%	?	23	-9%	0	2%	15%
COc1ccc(-c2nn3c(C4CCCCC4)nnc3s2)cc1OC
→ ?	-3%	28%	-7%	7	0%	8	2.5µM*	20µM*

Remaining list, next part
The line under a structure holds: KB-V1 cytotox	aSyn rescue	PTHR1 ag	HEK293 tox	DRD3 antagonist	GLP1R inv ag	DRD3 agonist	GLP1R ag	TDP-43 yeast inh
COc1cc(CN2CCCCCC2)cc(OC)c1
→ ?	-2%	i	-8%	-15	-21%	-10	0%	-13%[1.82 µM]
Cc1ccc(C2C(C#N)=C(N)N(N(C)C)C3=C2C(=O)CCC3)cc1 (stereo not drawn)
→ -4%	-8%	-6%	-13%	6	20%	0	0%	0%
Cc1c(NC(=O)C(C)OC(=O)c2ccc(NC(=O)CC#N)cc2)c(=O)n(-c2ccccc2)n1C (stereo not drawn)
→ 10%	-1%	i	-10%	5	-18%	11	7%	-11%
Cn1cnc2cc(OC(=O)c3ccccc3)ccc21
→ -17%	-2%	-47%[inhibitor][57.5 µM]	22%	-10	1%	-15	4%	-17%
COc1ccc(NC(=S)N(C)CC2COc3ccccc3O2)cc1 (stereo not drawn)
→ ?	2%	-12%	1%	3	12%	11	0%	9%
Cn1c(NCCN2CCCCC2)cc(=O)n(C)c1=O
→ -7%	-1%	i	0%	-9	8%	2	-13%	23%
CC(C)Nc1nc(NNc2nc(Cl)nc(NC(C)(C)C)n2)nc(NC(C)C)n1
→ -23%	19%	i	-14%	0	-6%	-3	3%	16%
N#Cc1ccc(C(C(=O)NCc2ccccc2)n2c(=O)c(-c3cc4ccccc4[nH]3)nc3ccccc32)cc1 (stereo not drawn)
→ -19%	6%	-13%	.	1	?	3	.	?
COC(=O)c1cc2sc(Cl)cc2n1CC(=O)Nc1cccc(SC)c1
→ ?	-13%	i	?	-20	?	-16	5%	-15%
O=C(CSc1ccc(-c2cccnc2)nn1)Nc1ccc(F)cc1
→ -12%	-3%	i	9%	-63*	9%	-4	1%	0%
O=C(N/N=C/c1ccc([N+](=O)[O-])cc1)c1ccccc1OCc1ccccc1
→ -10%	0%	i	14%	-17	11%	-9	-10%	4%
COc1ncnc2c1N[C@@](C)(O)c1c(F)c(F)c(F)c(F)c1S2
→ 7%	5%	-20%[57.5 µM]	-5%	26	12%	7	3%	15%
CCCc1cc(=O)[nH]c(SCC(=O)NCc2ccc3c(c2)OCO3)n1
→ 28%	6%	i	-10%	12	-17%	6	2%	-5%
CC(C)Cn1c(=O)c(CCC(=O)Nc2ccc(N3CCOCC3)cc2)nc2cc(Cl)ccc21
→ -15%	10%	i	2%	1	26%	-2	-1%	?
COc1cc(OC)cc(-c2nnc(SCc3cccc(C(=O)O)c3)o2)c1
→ -22%	14%	-14%	-5%	4	0%	0	1%	1%
CCN(CC(=O)Nc1ccc(OC)cc1)C(=O)c1cc(S(=O)(=O)N(C)C)ccc1N1CCCC1
→ -19%	-5%	1%	-16%	0	22%	9	1%	-18%
CN1CCN(NC(=O)c2cccc(Br)c2)CC1
→ -1%	3%	i	0%	4	0%	-1	6%	-14%
CCCCNC(=O)CSc1nnc(-c2cccc(S(=O)(=O)N3CCOCC3)c2)o1
→ 8%	1%	-23%	-7%	12	-7%	5	4%	20%
CCN(CC)CC(=O)Nc1sc(C)cc1C(=O)c1ccc(C)cc1
→ -17%	0%	-28%	-1%	-6	10µM*	1	2%	-21%
CCCCOc1ccc(C(=O)N2CCC(C)CC2)cc1
→ -17%	1%	-9%[57.5 µM]	1%	-2	?	-7	3%	-12%
Cc1ccccc1S(=O)Cc1ccc(C(=O)N2CCN(C3CCCCC3)CC2)o1 (stereo not drawn)
→ ?	1%	-67%[inhibitor]	3%	6	6%	-9	2%	19%
CSc1ncccc1C(=O)OCC(=O)c1ccc(S(=O)(=O)N2CCCCC2)cc1
→ 23µM*	-7%	-25%	-16%	-29	24%	-1	-11%	29%
CC(C)Sc1nnc(Cn2c(=O)sc3ccccc32)n1-c1ccccc1
→ 4%	-2%	i	-1%	-22	-14%	1	11%	-11%
CCN(CC)S(=O)(=O)c1cccc(C(=O)N[C@H](C(=O)OCC(=O)Nc2ccccc2)C(C)C)c1
→ -4%	2%	-8%	-12%	5	-25%	-3	9%	9%
CCOc1ccccc1OCCCC(=O)Nc1nc2ccccc2[nH]1
→ -25%	0%	-7%	9%	1	0%	8	4%	23%
COc1cc(C2CC(=O)c3c([nH]c(C(=O)OCc4ccc(C)cc4)c3C)C2)cc(OC)c1OC (stereo not drawn)
→ .	.	i	-4%	.	?	12	.	23%
COc1ccc(/C=N/n2c(-c3n[nH]c4c3CCC4)n[nH]c2=S)cc1
→ ?	0%	i	-6%	?	36%	-27	0%	?
Cc1ccc(CNC(=O)c2cc(COc3c(F)cccc3F)on2)s1
→ 11%	-5%	-23%	0%	-19	?	13	4%	-11%[0.397 µM]
COc1ccc(C2=Cc3ccccc3C(CC(=O)C3CC3)N2c2ccc(C#CCCO)cc2)cc1 (stereo not drawn)
→ ?	3%	i	-4%	?	?	-6	8%	9%
CC(C)n1cnc2cc(NCc3ccco3)ccc21
→ -11%	4%	i	-13%	12	0%	1	9%	-8%
O=C(Nc1ccc(S(=O)(=O)Nc2nccs2)cc1)c1cc(-c2ccccc2Cl)nc2ccccc12
→ 1%	2%	-11%[57.5 µM]	?	-85*	?	2	-5%	-7%
O=C1c2ccccc2-c2c1c1ccccc1c(=O)n2-c1ccccc1
→ 13%	1%	i	-11%	74	-3%	2	2%	16%
O=C(COc1ccc2c3c(c(=O)oc2c1)CCC3)Nc1ccccn1
→ -1%	-9%	i	-18%	3	17%	5	-1%	9%
O=C(Cc1ccccc1)NCC(=O)OC(c1ccccc1)c1ccccc1
→ -18%	8%	-2%	-3%	-1	?	-8	5%	22%
CSc1cccc(CNC(=O)C2CCC(=O)N(CCCN3CCCC3=O)C2)c1 (stereo not drawn)
→ -4%	1%	i	2%	10	-35%	3	1%	-3%
CCN(CC)c1ccc(NC(=O)c2ccc(=O)[nH]c2)cc1S(=O)(=O)Nc1ccccc1OC
→ 0%	2%	-12%	?	11	-16%	-7	31%	2%[0.397 µM]
O=C(N/N=C/C=C/c1ccccc1)c1cc(C2CC2)[nH]n1
→ -11%	-6%	0%	-22%	6	?	-1	7%	-6%

Not all compounds are listed; the hit share may differ from the screen's.
